SRC3 TRFRET art = flags TR-FRET format artefacts in PPARgamma SRC-3 recruitment agonist screen | TR-FRET artefact counter-screen, PPARgamma/SRC-3 format; stronger effect = higher value | TR-FRET ratio at 8 µM | hit rate 0.39% among 99,000 | AID 1048; in the data active = TR-FRET ratio above about 2000; also: inactives centre near 1600; reference of the scale not given here
SRC1 TRFRET art = counter-screen for PPARgamma SRC-1 recruitment agonists: TR-FRET artefact; TR-FRET detection artefact counter-screen, emission ratio; stronger effect = higher value; TR-FRET ratio at 8 µM; hit rate 0.34% among 99,000; AID 1051; in the data active = TR-FRET ratio above about 2300; also: inactives centre near 1800; reference of the scale not given here
* marks the source's active call; other numbers are inactive results.

SMILES	SRC3 TRFRET art	SRC1 TRFRET art
Cc1ccc(NC(=O)Cc2c[nH]c3ccccc23)cc1S(=O)(=O)N1CCCCCC1	1451	1640
O=C(NN=C1CCCCCC1)c1cccnc1	1669	1768
COc1ccc(N(CC(=O)Nc2ccc(F)cc2)S(=O)(=O)c2ccccc2[N+](=O)[O-])c(OC)c1	1673	1793
Fc1ccc2nc(C3CCN(Cc4nc(CC5CC5)no4)CC3)[nH]c2c1	1441	1849
COc1ccc(N2C(=S)NC3c4cc(Cl)ccc4OC2(C)C3C(=O)N(C)C)cc1 (stereo unspecified)	1482	1904
CCC1CCCCN1C(=O)c1cc(COc2ccc3ncccc3c2)on1 (stereo unspecified)	1460	1869
CCN(CC)S(=O)(=O)c1ccc(N/N=C/c2ccc(OC)c(OC)c2OC)nc1	1628	1943
CC(C)CC(=O)c1c[nH]c(C(=O)NCc2cccnc2)c1	1447	1723
CC(=O)N1CCN(S(=O)(=O)c2cccc(C(=O)Nc3ccc4c(c3)OCO4)c2)CC1	1577	1655
CN(c1ccc(C(=O)NCCSCc2c(F)cccc2Cl)cc1)S(C)(=O)=O	1439	1792
CCOC(=O)C1=C(C)Nc2nc3ccccc3n2C1c1cccs1 (stereo unspecified)	1598	1642
Cc1ccc(S(=O)(=O)NCCCCCC(=O)Nc2ccccc2)cc1	1686	1664
NNC(=O)CNC(=O)c1ccc(F)cc1	1671	1773
O=c1nc2sc3ccccc3n2c(=O)n1-c1ccc(Cl)cc1	1729	1827
COc1ccc(C(=O)C2CCCN(Cc3cn[nH]c3-c3ccc(F)cc3)C2)cc1OC (stereo unspecified)	1471	1654
CCCCc1ccc(NC(=O)c2ccc(NS(C)(=O)=O)cc2)cc1	1649	1846
CC1CCN(C(=O)c2cccc(S(=O)(=O)N3CCCCC3)c2)CC1	1526	1733
Clc1ccc(-c2ccnc(-n3cccc3)n2)s1	1708	1910
O=C(c1ccc(Cl)cc1)C1CCCN(Cc2cccn2-c2cccnc2)C1 (stereo unspecified)	1616	1774
CCCOc1ccc(C(NC(=O)CC(C)C)NC(=O)CC(C)C)cc1OC	1484	1847

Structures above with a thiophene ring, fused or not:
SMILES	SRC3 TRFRET art	SRC1 TRFRET art
CCOC(=O)C1=C(C)Nc2nc3ccccc3n2C1c1cccs1 (stereo unspecified)	1598	1642
Clc1ccc(-c2ccnc(-n3cccc3)n2)s1	1708	1910

The list goes on:
SMILES	SRC3 TRFRET art	SRC1 TRFRET art
CN(C)S(=O)(=O)c1cccc(NC(=O)COC(=O)CCOc2ccccc2)c1	1532	1789
O=C(C1CC1)N1CCc2cc(Br)cc(S(=O)(=O)NCCN3CCOCC3)c21	1524	1744
CCCNC(=O)CSc1nc2ccccc2c(=O)n1CCC	1622	1728
Clc1ccc(-c2nc(C3CCCCC3)no2)cc1	1714	1833
CCCCN(C(=O)Cc1cccc(F)c1)c1c(N)n(CCC)c(=O)[nH]c1=O	1605	2078
O=C(N/N=C/C=C/c1ccccc1[N+](=O)[O-])c1cccs1	1565	1797
CCN(CC)CC#CCC(O)(c1ccccc1)c1ccc(Br)cc1 (stereo unspecified)	1728	1582
CC1C=CCC2C(=O)N(c3ccccc3OC(=O)c3cccs3)C(=O)C12 (stereo unspecified)	1405	1650
O=C1C2C(C(=O)N1c1nccs1)C1C=CC2C12CC2 (stereo unspecified)	1374	1606
CN1CCN(C(=O)c2ccc3c(=O)n(-c4ccc(F)cc4)c(=S)[nH]c3c2)CC1	1694	1570
CCOc1ccc(N=C2NC(=O)C(CC(=O)Nc3ccccc3)S2)cc1 (stereo unspecified)	1518	1702
O=c1oc(Nc2cccc(Cl)c2)nc2ccccc12	1378	1638
COc1ccc(-n2cc(CN(C)C(C)c3ccncn3)c(-c3cccc(F)c3)n2)cc1 (stereo unspecified)	1576	1854
CCOC(=O)N1CCN(C(=O)/C(=C/c2cccc3ccccc23)NC(=O)c2ccc(OC)c(OC)c2)CC1	1502	1817
Cc1ccc(NC(=O)c2ccncc2)cc1[N+](=O)[O-]	1512	1816
O=C1C(=Cc2cccs2)C(=O)c2ccccc21	1575	1435
Cc1cc(C)nc(/N=C(/NC(=O)Nc2ccc(Cl)c(Cl)c2)Nc2cccc(Cl)c2)n1	1449	1745
COc1ccc(NC(=S)NC2CCCCC2)cn1	1612	1573
Oc1ccc(/C(Cc2ccccn2)=N\Nc2ccccc2)c(O)c1	1885	2078
COC(=O)c1cc(NC(=S)N2CCN(c3ccccn3)CC2)cc(C(=O)OC)c1	1818	1729
O=C(COc1ccc([N+](=O)[O-])cc1Cl)NCCc1ccccc1	1812	1792
Cc1cccc2cc3c(N)c(C(=O)N4CCCc5ccccc54)sc3nc12	1362	1676
CC(=O)c1cccc(NC(=S)NCCc2ccc(Cl)cc2)c1	1478	1802
Cc1cc(C)[n+](C)n1CC(O)Cn1c2ccccc2c2ccccc21 (stereo unspecified)	1621	1858
Cc1cc(/C=N\NC(=O)COc2cccc3cccnc23)c(C)n1-c1ccc(Br)cc1	1447	1954
COc1ccc(CNC(=O)Cn2ncn3cccc3c2=O)cc1	1364	1720
Cc1c2c(nc3ccccc13)CCC(C(C)(C)C)C2 (stereo unspecified)	1595	2065
Cc1c(C(=O)N2CCCCC2C)sc2ncnc(N3CCc4ccccc4C3)c12 (stereo unspecified)	1859	2187
O=c1cc(-c2cccc(Br)c2)nc(-c2ccccc2F)o1	1528	1690
CC(=O)c1ccc(OCCCC(=O)Nc2ccc(C)c(S(=O)(=O)N(C)C)c2)cc1	1457	1652
CC(C)Cn1c(N)c(C(=O)COC(=O)c2cccnc2Cl)c(=O)n(C)c1=O	1550	1665
CC(C)CNC(=O)NC(=O)COC(=O)c1cccc(NS(=O)(=O)c2ccc(F)c(F)c2)c1	1728	1634
CN(C(=O)COC(=O)c1cc([N+](=O)[O-])ccc1Sc1ccccc1)C1CCS(=O)(=O)C1 (stereo unspecified)	1468	1631
CCOC(=O)NC(=O)/C(C#N)=C(/C)N(C)C	1690	1789
COc1ccc(NC(=S)NCCN2CCC(C)CC2)cc1	1453	1669
O=C(CS(=O)(=O)c1ccccc1)Nc1nc2ccccc2s1	1237	1772
N#Cc1c(N)n(-c2ccccc2)c(=O)c2cc([N+](=O)[O-])ccc12	1543	1735
Cc1ccc(Oc2nnc(-c3cccs3)c3ccccc23)cc1C	1668	1774
CCc1c(C)sc(NC(=S)Nc2cccnc2)c1C(=O)OC	1579	1576
O=C(NNC1=NS(=O)(=O)c2ccccc21)C1CC(=O)N(c2ccccc2)C1 (stereo unspecified)	1564	1861
CC(=O)NC(=S)Nc1ccc(S(=O)(=O)Nc2nc(C)cc(C)n2)cc1	1360	1541
NC(=O)[C@@H]1CCNc2c(I)cc([N+](=O)[O-])cc2C(=O)N[C@@H](CCC(=O)O)C(=O)N[C@@H](CO)C(=O)N1	1486	2030
Cn1c(=O)[nH]c(=O)c2c1nc(Br)n2CC(O)COc1ccc(Cl)cc1 (stereo unspecified)	1425	1880
COc1cc2nc(C3CCC3)n(NC(=O)C(OC(C)=O)c3ccccc3)c(=O)c2cc1OC (stereo unspecified)	1576	1807
COc1ccc(Cn2c(C(F)(F)F)ccc(C(N)=O)c2=O)cc1	1648	1730
Cc1ccc(C(=O)CSc2ccc(-c3ccccc3)nn2)cc1	1450	1777
CCCCC(=O)Nc1cccc(C(=O)Nc2ccccc2C(=O)O)c1	1825	1774
O=C(/C=C/c1ccccc1)NNc1ccc(Cl)cc1	1525	1591
COc1ccc(OC(=O)c2ccc(Cl)cc2)c(C(C)=O)c1	1474	1675
CN(Cc1ccccc1)CC(O)COc1ccc(CNCc2cccnc2)cc1 (stereo unspecified)	1617	1556
COc1ccc(CNC(=O)/C=C/c2ccco2)cc1OC	1662	2104
CCOC(=O)CNC(=O)Nc1nnc(-c2ccc(OCC)cc2)o1	1407	1825
CCCS(=O)(=O)c1c(S(=O)(=O)CCC)c2c(N)cccn2c1C(=O)c1ccc(OC)cc1	1742	1999
Cc1ccc(NC(=O)CN(C)CC(=O)Nc2ccccc2C(=O)Nc2ccccc2)cc1	1529	1576
O=C1c2cccc3cccc(c23)C(=O)N1CCCN1CCN(c2ccc(F)cc2)CC1	1613	2105
CCOc1ccc(CN2CCN(CC(O)Cn3c4ccccc4c4ccccc43)CC2)cc1 (stereo unspecified)	1547	2127
Fc1ccc(Oc2ncccn2)c(F)c1	1546	1824
O=C(CSc1ccsc1[N+](=O)[O-])N1CCCCC1	1613	1906
O=C(NCCCCNC(=O)c1ccccn1)c1ccccn1	1543	2058
CS(=O)(=O)N1CCC(C(=O)NCCN2CCN(Cc3ccccc3)CC2)CC1	1380	1698

Next part
SMILES	SRC3 TRFRET art	SRC1 TRFRET art
CC(C)CC1(C(=O)NCc2ccccn2)C=CCN1C(=O)c1ccccc1 (stereo unspecified)	1657	1901
O=C(Nc1ccc(CN2CCCCC2)cc1)c1cccc(F)c1	1637	1788
O=C(/C=C/Nc1nccs1)C(F)(F)Cl	1567	1656
CCOc1cc(NC(=S)NCc2ccco2)c(OCC)cc1NC(=O)C1CC1	1645	1722
COc1ccc(N2CCN(Cc3nc4c(c(=O)n(C)c(=O)n4C)n3Cc3cccc(C)c3)CC2)cc1	1795	1620
COc1cccc(C(=O)NNC(=O)C(=O)N2CCCCC2)c1	1576	1669
COc1ccc2nc(Cl)c(C3CC(c4ccco4)=NN3C(=O)CCC(=O)O)cc2c1 (stereo unspecified)	1681	1849
CC(NC(=O)COC(=O)C1=COCCO1)C12CC3CC(CC(C3)C1)C2 (stereo unspecified)	1591	1807
N/C(=N\OC(=O)N1CCOCC1)c1ccc(Br)cc1	1344	1633
Cc1nc2ccccc2nc1OCc1cccc([N+](=O)[O-])c1	1510	1416
Cc1ccccc1NC(=O)CCN1CCc2ccccc2C1	1499	1692
Cc1nn2c(-c3ccccn3)ccnc2c1Br	1546	1871
CCC(C)n1c(=N)c(C#N)cc2c(=O)n3cccc(C)c3nc21 (stereo unspecified)	1540	1804
Cc1cc(C(=O)OC(C(=O)Nc2ccc(C)c(Cl)c2)c2ccccc2)c(C)o1 (stereo unspecified)	1487	1710
CC1=C(C)CC(C(=O)N2CCN(Cc3ccc4c(c3)OCO4)CC2)C(C(=O)O)C1 (stereo unspecified)	1666	1913
OCCN(CCO)c1ccc2ccccc2c1	1335	1771
O=C(CNS(=O)(=O)c1ccccc1)OCC(=O)c1ccc([N+](=O)[O-])cc1	1634	1938
O=C(CCS(=O)(=O)c1ccc(Br)s1)Nc1ccccc1Br	1711	1850
COc1ccc(CNC(=O)Nc2ccc(C)c(C)c2)cc1	1812	1647
O=C(CSc1nc2nc(-c3cccs3)cc(C(F)(F)F)c2c(=O)[nH]1)Nc1ccc(F)c(F)c1	1552	1634

14 structures already listed, ordered by count of non-hydrogen atoms, ascending.
SMILES	SRC3 TRFRET art	SRC1 TRFRET art
O=C(/C=C/Nc1nccs1)C(F)(F)Cl	1567	1656
OCCN(CCO)c1ccc2ccccc2c1	1335	1771
N/C(=N\OC(=O)N1CCOCC1)c1ccc(Br)cc1	1344	1633
O=C(CCS(=O)(=O)c1ccc(Br)s1)Nc1ccccc1Br	1711	1850
COc1cccc(C(=O)NNC(=O)C(=O)N2CCCCC2)c1	1576	1669
O=C(Nc1ccc(CN2CCCCC2)cc1)c1cccc(F)c1	1637	1788
CC(NC(=O)COC(=O)C1=COCCO1)C12CC3CC(CC(C3)C1)C2 (stereo unspecified)	1591	1807
O=C(CNS(=O)(=O)c1ccccc1)OCC(=O)c1ccc([N+](=O)[O-])cc1	1634	1938
CC(C)CC1(C(=O)NCc2ccccn2)C=CCN1C(=O)c1ccccc1 (stereo unspecified)	1657	1901
CCOc1cc(NC(=S)NCc2ccco2)c(OCC)cc1NC(=O)C1CC1	1645	1722
CC1=C(C)CC(C(=O)N2CCN(Cc3ccc4c(c3)OCO4)CC2)C(C(=O)O)C1 (stereo unspecified)	1666	1913
COc1ccc2nc(Cl)c(C3CC(c4ccco4)=NN3C(=O)CCC(=O)O)cc2c1 (stereo unspecified)	1681	1849
O=C(CSc1nc2nc(-c3cccs3)cc(C(F)(F)F)c2c(=O)[nH]1)Nc1ccc(F)c(F)c1	1552	1634
COc1ccc(N2CCN(Cc3nc4c(c(=O)n(C)c(=O)n4C)n3Cc3cccc(C)c3)CC2)cc1	1795	1620

Next section.
SMILES	SRC3 TRFRET art	SRC1 TRFRET art
Cc1ccc(-c2nnc(OCc3cccnc3)c3ccccc23)cc1	1452	1973
CC(C)(C)NC(=O)CSc1nnc(SCC(=O)NC(C)(C)C)s1	1749	1709
COc1ccc(Cl)cc1N1C(=N)SCC1=O	1684	1530
Cc1ccccc1N1CCN(CCCCN2C(=O)C3CCCN3C2=O)CC1 (stereo unspecified)	1676	1711
O=C1CCCC(=O)C1Sc1ccc(Cl)cc1	1609	1916
Cc1ccc(C(=O)N/C(=C\c2ccco2)C(=O)NCCCn2ccnc2)cc1	1593	1826
O=C(COc1nncc2ccccc12)Nc1c(F)c(F)c(F)c(F)c1F	1517	1522
O=[N+]([O-])c1ccccc1CSc1nc2ccccc2o1	1429	1626
COc1cc(/C=N/NC(=O)c2ccc(CN(C)S(=O)(=O)c3ccc(C)cc3)cc2)ccc1O	1519	1852
O=C(Nc1ccccc1-c1ccccc1)C(c1ccccc1)c1ccccc1	1713	1881
CC(=O)N1CCN(CC(=O)Nc2ccc3c(c2)CCC3)CC1	1363	1884
Cc1cc2ccccc2n1CCC(=O)O	1824	1984
Cn1c(=O)c2c(nc(-c3ccccc3)n2C)n(Cc2ccccc2)c1=O	1353	1658
Cc1nnc(SCC(=O)Nc2cc(C(C)(C)C)nn2-c2ccccc2)s1	1549	1896
NC(=O)CSc1nnc(SCc2ccc(F)cc2)s1	1645	1946
CCOC(=O)c1sc(C)c2c(=O)n(CCCN3CCOCC3)cnc12	1767	1723
Cc1cc(NC(=O)COC(=O)c2oc3c(ccc4ccccc43)c2C)no1	1536	1727
O=C(Cc1ccc(S(=O)(=O)N2CCCCC2)s1)Nc1cccc2ccccc12	1582	1756
C=CCNC(=S)N1CCN(c2cccc(C(F)(F)F)c2)CC1	1461	1867
Cc1ccccc1-c1ccc(C(=O)NCc2ccccc2)o1	1603	1784
Cc1cccc(-c2nc(CS(=O)CC(=O)NCC3CCCO3)c(C)o2)c1 (stereo unspecified)	1584	1680

Screening results deposited in PubChem by The Scripps Research Institute Molecular Screening Center.
